Screens: PubChem, several laboratories
SMARCA2 act: SMARCA2 function activation, primary screen. MG213 cells, MMTV-luciferase reporter, dexamethasone, overnight. activation, % at 9.1 µM. 1% of 370,000 active. AID 652017; in the data active = activation above about 7.8%;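 note: 0% = vehicle wells and 100% = reference activator wells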
HTRA1 inhibitor: blocks human HTRA1 serine peptidase; Q92743; 0.5% of 340,000 active; recombinant HTRA1, FP-rhodamine activity-based probe, fluorescence polarization; inhibition, % at 5.96 µM; in the data active = inhibition above about 36%;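 note: 0% = enzyme with DMSO and 100% = wells lacking enzyme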
NPR2 activator: GC-B (human) receptor activation. 0.11% of 370,000 active. AID 1920062. activation, % at 10 µM. P20594. HEK293-GC-B cells, CNP EC30, cGMP TR-FRET; 0% at EC30 CNP, 100% saturating CNP;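 active = activation at 10 µM reaching about 35% in either raw or pattern-adjusted values, limit read from the data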
PG9 Ab binder: small molecules binding HIV-1 gp120 antibody PG9; TR-FRET gp120-PG9 antibody binding; inhibition, % at 6.7 µM; 0.43% of 360,000 active; AID 624416; in the data active = inhibition above about 8.5%
mABHD4 FP: inhibits mouse alpha/beta hydrolase domain 4. purified mABHD4, FP-Rh probe fluorescence polarization. AID 720543. Q8VD66. inhibition, % at 8.92 µM. 0.54% of 370,000 active;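 active = inhibition exceeding the mean over every tested compound plus 3 SD, cut at about 30% in these data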;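 note: 0% = plate median of compound wells and 100% = S159A mutant with DMSO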
Target sequence (Q8VD66 whole entry, looked up, the tested form may be a part): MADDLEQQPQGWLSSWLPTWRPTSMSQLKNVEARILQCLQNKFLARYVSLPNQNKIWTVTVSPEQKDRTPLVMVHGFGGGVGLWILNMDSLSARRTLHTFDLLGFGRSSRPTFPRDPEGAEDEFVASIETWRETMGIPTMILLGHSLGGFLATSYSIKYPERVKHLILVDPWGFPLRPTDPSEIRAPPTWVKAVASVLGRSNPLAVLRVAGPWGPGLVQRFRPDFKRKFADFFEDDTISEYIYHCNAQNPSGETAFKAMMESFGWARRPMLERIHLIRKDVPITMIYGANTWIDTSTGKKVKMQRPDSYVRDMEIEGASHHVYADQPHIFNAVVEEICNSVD
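assay system = mABHD4 protein | compound dosing = single nominal dose of 8.92 µM, 0.89% DMSO final | read-out basis = percent inhibition of probe binding, normalized to plate controls | schedule = Enzyme–compound pre-incubation 45 min, then probe 60 min, both 25 °C | detection = fluorescence polarization, excitation 525 nm, emission 598 nm, BODIPY TMR filters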
Rev-erbA mod: modulates human Rev-erb alpha binding to DNA; Rev-erbα–FITC-DNA binding, fluorescence polarization, 90 min; 0.79% of 370,000 active; AID 1259318; activity, % at 10 µM; P20393;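 active = activity above about 14%, limit read from the data; passing the limit was not always enough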;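 note: 0% = DMSO wells with 35 nM protein and 100% = DMSO wells with 750 nM protein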
Target sequence (P20393 whole entry, looked up): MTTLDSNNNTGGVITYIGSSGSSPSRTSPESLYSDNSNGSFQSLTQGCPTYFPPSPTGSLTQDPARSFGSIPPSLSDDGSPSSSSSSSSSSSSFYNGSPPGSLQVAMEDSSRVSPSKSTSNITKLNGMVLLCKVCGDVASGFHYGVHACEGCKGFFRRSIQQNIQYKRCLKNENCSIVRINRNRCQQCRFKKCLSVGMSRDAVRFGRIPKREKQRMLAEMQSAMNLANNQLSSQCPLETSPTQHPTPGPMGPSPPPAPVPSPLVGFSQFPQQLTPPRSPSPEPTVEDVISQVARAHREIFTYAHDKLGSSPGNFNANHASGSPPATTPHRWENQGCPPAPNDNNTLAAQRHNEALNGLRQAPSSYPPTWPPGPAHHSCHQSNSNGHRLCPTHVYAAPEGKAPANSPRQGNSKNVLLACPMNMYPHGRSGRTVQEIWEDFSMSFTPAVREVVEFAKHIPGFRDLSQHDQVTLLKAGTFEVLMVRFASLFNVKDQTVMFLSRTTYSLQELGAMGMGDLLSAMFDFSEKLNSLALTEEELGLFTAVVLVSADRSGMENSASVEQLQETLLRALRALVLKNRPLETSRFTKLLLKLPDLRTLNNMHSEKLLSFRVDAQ
NPR1 activator: GC-A (human) enzyme activation; AID 1671463; activation, % at 10 µM; P16066; HEK293 GC-A cells, cGMP TR-FRET, EC30 ANP; 0% at EC30 ANP, 100% saturating ANP; 0.14% of 370,000 active; in the data active = activation above about 40%
ARFGAP1 inhibitor: rat ARFGAP1 inhibition; Arfgap1-stimulated ARF1 GTP hydrolysis, GDP FP detection; 0.26% of 360,000 active; Q62848; inhibition, % at 16.5 µM;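 active = inhibition above a per-plate limit, mean inhibition of low control wells plus 3 SD, cut at about 25% in these data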;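 note: 0% = DMSO wells with enzyme and 100% = wells lacking Arfgap1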
Target sequence (Q62848 1-136 limits assumed): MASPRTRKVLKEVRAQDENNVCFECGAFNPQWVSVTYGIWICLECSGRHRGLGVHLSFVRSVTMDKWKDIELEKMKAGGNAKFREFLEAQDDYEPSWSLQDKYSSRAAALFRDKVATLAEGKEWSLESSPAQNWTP
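Material: truncated rat Arfgap1 GAP domain; Incubation: compound-enzyme preincubation 20 min, reaction 120 min, detection 60 min, 25 °C; Read-out: percent inhibition of Arfgap1-stimulated GTP hydrolysis; Technique: FP, GDP Alexa 633 tracer displaced from anti-GDP antibody, 620/688 nm; Controls: No-Arfgap1 wells (100%) versus DMSO full-reaction wells (0%); Replication: single well per compound.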
rCAG binder: molecules binding r(CAG) RNA repeats. r(CAG) RNA repeat, TO-PRO-1 dye displacement fluorescence. inhibition, % at 3 µM. 1.3% of 370,000 active;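 active = inhibition above the plate cutoff, the mean of all test compounds on that plate plus 3 SD, cut at about 35% in these data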;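 note: 0% = DMSO alone and 100% = 100 µM mitoxantrone as full dye displacement; higher means more dye released from RNA so lower well fluorescence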
ASAP1 GAP inh: inhibitors of human ASAP1 ArfGAP activity; Q9ULH1; inhibition, % at 16.5 µM; AID 624377; ASAP1-stimulated ARF1 GTP hydrolysis, GDP FP detection; 0.19% of 360,000 active; in the data active = inhibition above about 25%;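 note: 0% = vehicle with enzyme and substrate and 100% = no enzyme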
Starred values were filed as active, the others as inactive; x = no result given. Compounds as they come; about 4.4% have a hit in one of these screens.

SMILES	SMARCA2 act	HTRA1 inhibitor	NPR2 activator	PG9 Ab binder	mABHD4 FP	Rev-erbA mod	NPR1 activator	ARFGAP1 inhibitor	rCAG binder	ASAP1 GAP inh
Cc1ccc(NC(=O)CCCNC(=O)c2ccc(Cl)cc2)cc1S(=O)(=O)N1CCCCC1	-1	0	1	1.4	2	7	-5	2	1	-2
Cc1ccc(OCC(=O)Nc2ccccc2F)cc1C	2	-8	-4	0.2	-9	1	2	9	-3	1
CN1C(C(=O)NCc2cccc(C(F)(F)F)c2)CC2Cn3c(nc4cc(Cl)c(Cl)cc43)C21 (configuration not stated)	0	-17	3	1.1	-5	-6	-3	2	2	9
Cc1ccsc1C1C2=C(CCCC2=O)Nc2ncnn21 (configuration not stated)	-2	3	2	-0.2	-5	1	4	-15	0	-3
CCC(=O)Nc1ccc2nc(C3CC3)n(Cc3ccc(C(C)(C)C)cc3)c(=O)c2c1	2	-13	8	-1.9	2	-5	0	7	0	2
CCOC(=O)Nc1ccc(S(=O)(=O)N2CCC(C)CC2)cc1	-3	-2	-2	-1.2	-4	-6	-3	8	1	2
CN1CCN(C(=S)c2cn(Cc3ccccc3F)c3ccccc23)CC1	-4	1	-5	-0.6	-5	-2	-11	6	-5	-4
O=C(Cc1c[nH]c2ccccc12)Nc1ccc(Nc2ccncc2)cc1	3	x	-2	-1.1	6	-1	-9	0	11	4
COc1ccccc1NC(=O)C(=O)NCC1COc2ccccc2O1 (configuration not stated)	-2	1	-6	-1.6	6	-7	2	6	0	-5
CC(NC(=O)c1cc(S(=O)(=O)N(C)C)ccc1Cl)C1CC2CCC1C2 (configuration not stated)	0	-5	0	2.0	0	5	-2	4	-2	-11
Cc1ccccc1C(=O)Nc1c2c(nn1C(C)(C)C)CS(=O)(=O)C2	-3	-6	0	-1.8	0	1	0	4	-2	10
CNC(=O)N(c1ccccc1)c1ccccc1	-1	5	0	-0.2	-3	2	-1	-2	0	-5
C=C1CC[C@@H]2[C@](C)(CO)[C@H](O)CC[C@@]2(C)[C@@H]1/C=C/C1=CCOC1=O	-3	-7	3	1.0	6	7	3	18	7	13
Cc1ccc(CC(NC(=O)C2CCCCC2)C(=O)O)cc1 (configuration not stated)	-3	0	0	1.5	1	1	5	-9	2	3
O=C1NC(=Nc2ccccc2Cl)S/C1=C\c1cccc([N+](=O)[O-])c1	0	-56	1	-0.8	-44	-1	-1	0	54*	-10
COc1cc(NS(=O)(=O)c2ccc(NC(=O)c3ccc(S(=O)(=O)N4CCCCC4)cc3)cc2)ncn1	-2	-4	2	-2.5	3	-8	0	-5	12	-3
Cc1cc(C)c2sc(NC(=O)C3=COCCO3)nc2c1	6	-19	-8	-2.3	6	2	-12	4	-2	1
Cc1nn(-c2ccccc2)c(C)c1/C=N/NC(=O)c1cc(-c2cccc3ccccc23)n[nH]1	7	-76	6	-2.4	-79	8	-2	9	14	11
CC(C)NC(=O)NC(=O)COC(=O)CCOc1ccccc1	6	20	5	-2.7	-1	2	3	6	-4	-7
CCOC(=O)c1ccc(NC(=O)CCSCCc2ccccn2)cc1	-2	-17	3	-1.5	2	2	2	-2	-9	6
CCOc1ccc(N2CC(C(=O)Nc3cc(OCC)c(N4CCOCC4)cc3OCC)CC2=O)cc1 (configuration not stated)	0	4	3	-2.1	0	-2	3	2	-3	-4
COc1ccccc1C(=O)N1CCN(CCNC(=O)C(=O)Nc2ccc(Br)c(C)c2)CC1	0	-2	5	-0.9	-1	-5	2	2	-6	23
COc1ccc(-c2cc(C)no2)cc1S(=O)(=O)N1CCCN(Cc2ccccc2Cl)C1	-2	-20	-2	-0.8	-1	8	-9	-1	4	6
CC(C)CNc1oc(-c2ccccc2Cl)nc1C#N	1	-15	5	-0.7	5	-3	4	8	-4	-7
Cc1ccccc1OCCNC(=O)c1ccco1	2	0	2	1.8	3	-7	-2	4	1	6
CNC(=S)NNC(=O)c1ccc(N(C)C)cc1	2	3	2	-3.2	-7	1	1	7	0	7
Cc1ccc(C)c(NC(=S)N2CCC(C(=O)c3ccc(F)cc3)CC2)c1	-3	2	2	0.9	2	-2	-2	-4	3	6
COc1ccc(NC(=O)c2cc([N+](=O)[O-])ccc2NC(=O)CNCc2ccccn2)c(OC)c1	13*	1	-1	-0.1	6	-4	-6	-5	12	-5
CC(C)N1CCN(c2ccncc2S(=O)(=O)N2CCCCC2)CC1	-3	6	-3	-1.1	-5	-2	-3	0	0	-3
CNC(=O)c1ccc2nc(NC(C)=O)sc2c1	5	3	-5	-1.2	-5	0	4	3	0	-9
O=c1c2ccccc2nc(SCc2ccccc2)n1Cc1ccco1	-3	-24	-4	-0.9	-17	13	-15	-5	-2	1
Cc1cc(C)n(Cc2ccc(C(=O)Nc3ccc(Br)cc3C)o2)n1	-2	-8	-6	0.5	-2	7	-2	6	-4	0
CCC(C)(NC=O)C(=O)Nc1c(C)cccc1C (configuration not stated)	-4	7	5	-1.3	4	-3	-1	-7	0	0
O=S(=O)(Nc1cc(Sc2cccc3cccnc23)c(O)c2ccccc12)c1ccccc1	-6	x	8	-2.2	42*	5	10	-7	-5	-1
Cn1nc(C(=O)Nc2cccc(C(F)(F)F)c2)ccc1=O	-2	-1	2	0.9	-3	0	-1	9	-4	-3
Nc1cc(=O)[nH]c(SCCSc2cc(Cl)ccc2Cl)n1	-2	-9	7	0.5	-7	11	14	-5	6	-2
Cc1ccc(S(=O)(=O)NC(C)(C)CSc2nncn2N)cc1	0	-2	6	1.0	-4	-5	2	2	-1	-1
COc1ccc(/C=C2\SC(=O)N(CCNC(=O)Cn3cnnn3)C2=O)cc1	x	-2	1	x	x	1	2	x	x	x
O=C(O)CSc1cccc[n+]1[O-]	-4	7	5	3.0	10	-2	1	4	-3	3
COc1ccc(NS(=O)(=O)c2ccc3oc(SC4CCOC4=O)nc3c2)cc1 (configuration not stated)	0	-7	6	-2.8	-2	-3	39	-3	7	0
Cc1nn(-c2ccccc2)c(C)c1C(=O)OC/C(O)=C(\C#N)c1nc2ccccc2[nH]1	-3	13	-2	-1.9	7	-4	-3	11	33	7
OC(c1ccccc1)(c1ccccc1)C1CCN(CCCOc2ccc(-c3ccsc3)cc2)CC1	-2	x	-2	1.9	14	-3	-7	16	10	14
COC(=O)c1cc(OC)c(OC)cc1NC(=O)c1ccc(OC)c(OC)c1	0	-3	2	-0.4	-4	-5	0	2	-1	-5
O=C(COC(=O)c1ccc2ccccc2n1)c1ccccc1	-4	2	-7	2.9	3	-5	-3	6	-1	0
O=C(c1ccccc1)c1sc(N2CCCCCC2)nc1-c1ccccc1	0	-21	-3	-0.6	-1	2	-2	-22	-2	7
Brc1ccc(C=Nc2ccc3c(c2)OCCOCCOCCO3)s1	0	-1	0	-0.3	-9	2	8	12	-3	5
COc1ccc(Nc2nc(N)nc(CN3CCC(Cc4ccccc4)CC3)n2)cc1	-1	-12	-9	-1.4	-1	0	-5	1	-1	10
O=C(CCN1C(=O)/C(=C\c2ccccc2)SC1=S)NCCCN1CCOCC1	-4	-11	-1	-0.2	-32	-7	-3	0	1	-6
CCN(CC)CCn1c(NCc2ccccn2)nc2ccccc21	-2	4	-5	-1.7	7	-6	-3	8	-3	-6
COc1ccccc1OCCn1cc(C#N)c2ccccc21	1	-11	-16	-0.9	1	-4	-14	6	-1	1
Cc1ccc(S(=O)(=O)N2C[C@H]3[C@H]4C(=O)N(c5ccccc5)C(=O)[C@H]4CC(=O)[C@H]3[C@@H]2c2ccccc2)cc1	4	x	-1	-0.5	4	-3	4	5	16	-9
CC(C)NC(=O)N(C)C[C@H]1Oc2ccc(NC(=O)c3ccncc3)cc2C(=O)N([C@H](C)CO)C[C@@H]1C	-1	4	-2	-1.0	-1	-3	-1	-5	-1	4
CN(CCc1ccccn1)C(=O)CCc1nnc(CCCc2ccccc2)o1	3	0	1	0.5	5	-3	0	3	-8	6
COc1ccc(S(=O)(=O)N2CCCC2)cc1C(=O)N1CCCCC1	-2	-8	-2	2.4	7	0	0	5	-3	4
CN=C1S/C(=C/c2cn(CC(=O)OC)c3ccccc23)C(=O)N1C	-1	-7	3	-3.6	-8	3	-3	4	5	5
COCc1[nH]nc2c1C(c1ccc(F)cc1)N(Cc1ccccc1)C2=O (configuration not stated)	-5	x	-7	-1.4	2	-6	7	-20	1	-11
CCn1cc(CN2CCC(n3nccc3NC(=O)CCc3ccccc3)CC2)cn1	3	5	3	-1.9	7	-1	2	-6	-4	8
CCCC1(c2ccccc2)NC(=O)N(CC(=O)NCC2COc3ccccc3O2)C1=O (configuration not stated)	-2	-4	-1	-0.7	-2	7	0	6	2	7
COc1ccc(-n2nc(C(=O)NCC(=O)NCCCN3CCN(C)CC3)c3ccccc3c2=O)cc1	-4	3	5	-1.3	0	-8	4	-11	-4	4
CCOC(=O)C1CCN(Cc2cccc(Oc3ccccc3)c2)CC1	-2	3	1	0.0	2	-2	0	11	-5	-2

Printed as active in SMARCA2 act (from the list above):
SMILES	SMARCA2 act	HTRA1 inhibitor	NPR2 activator	PG9 Ab binder	Rev-erbA mod	NPR1 activator	ARFGAP1 inhibitor	ASAP1 GAP inh
COc1ccc(NC(=O)c2cc([N+](=O)[O-])ccc2NC(=O)CNCc2ccccn2)c(OC)c1	13*	1	-1	-0.1	-4	-6	-5	-5

Compound profiles, from the list above. Screens in order: SMARCA2 act	HTRA1 inhibitor	NPR2 activator	PG9 Ab binder	mABHD4 FP	Rev-erbA mod	NPR1 activator	ARFGAP1 inhibitor	rCAG binder	ASAP1 GAP inh
`COc1ccc(Nc2nc(N)nc(CN3CCC(Cc4ccccc4)CC3)n2)cc1` in the list: -1	-12	-9	-1.4	-1	0	-5	1	-1	10
`COc1ccc(S(=O)(=O)N2CCCC2)cc1C(=O)N1CCCCC1` in the list: -2	-8	-2	2.4	7	0	0	5	-3	4

(further entries)
SMILES	SMARCA2 act	HTRA1 inhibitor	NPR2 activator	PG9 Ab binder	mABHD4 FP	Rev-erbA mod	NPR1 activator	ARFGAP1 inhibitor	rCAG binder	ASAP1 GAP inh
COc1ccc(NC(=O)c2ccc(COCC(F)(F)C(F)F)cc2)cc1OC	-3	-9	-6	-1.2	-11	-4	0	2	0	-5
O=C(c1ccc(OCc2cn3ccccc3n2)cc1)N1CCN(S(=O)(=O)c2ccccc2F)CC1	-1	7	-1	0.1	2	-29	1	-1	0	-9
O=C(CCn1nnnc1CN1CCOCC1)N1CCC(c2ccccc2F)C1 (configuration not stated)	1	2	7	-1.1	-9	1	1	-7	-1	-5
COCC1CCN(Cc2cn(Cc3ccccc3)nc2-c2cc3ccccc3o2)CC1	-4	-8	-7	-2.0	1	3	-4	-9	-7	-8
Clc1ccc(-c2nnc(SCc3nc(-c4ccccc4)no3)o2)cc1	6	-5	0	-0.3	-3	0	9	-2	1	5
CCN(C(=O)COC(=O)/C=C/c1c(C)nn(-c2ccccc2)c1C)C1CCS(=O)(=O)C1 (configuration not stated)	-4	6	1	-1.2	2	-1	1	-7	-1	3
COc1ccccc1Nc1nnc(SCc2nnc(-c3cc(OC)c(OC)c(OC)c3)o2)s1	-2	-8	-4	1.2	1	1	-2	3	6	0
CNC(=S)N/N=C/c1cn(CCOc2ccccc2OC)c2ccccc12	-4	3	25	-0.8	-4	-2	19	-11	6	-18
Cc1ccc(-c2nc(C#N)c(NCc3ccco3)o2)cc1	3	-18	-5	0.8	-1	-7	3	3	1	9
